# Screens deposited in PubChem by several laboratories.
# bCat KO growth: beta-catenin-lacking colon tumor cell growth suppression | HCT116 beta-catenin knockout viability, CellTiter-Glo, 60 h; stronger effect = lower value | viability, % at 10 µM | actives 1.5% (n = 140,000) | AID 818;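 active = viability at or under a set limit, the compound median less 4 SD, cut at about 6% in these data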;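 note: 0% = Hyamine 1622 control at 20 µM and 100% = untreated cell control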
# Yeast life ext: extends the lifespan of yeast; actives 0.68% (n = 130,000); AID 775; inhibition of the nicotinamide effect, % at 10 µM; S. cerevisiae growth with nicotinamide, OD615; deaD strain in restrictive glucose medium;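 active = inhibition above a set limit, placed 3 SD over the median of all compounds, cut at about 26% in these data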;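 note: 0% = nicotinamide-treated wells and 100% = cells grown without nicotinamide; some compounds called inactive have numbers as strong as hits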
#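 System: Modified budding yeast, DeaD strain | Buffer or medium: Restrictive glucose medium | Also added: 1.5 mM nicotinamide | Doses: 10 µM single point, 0.25% DMSO | Schedule: 48 h compound exposure at 30 °C, humidified | Detection: Absorbance at 615 nm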
# Phagocytosis inh: macrophage phagocytosis inhibition | J774A.1 macrophage IgG-bead phagocytosis, imaging | actives 0.07% (n = 110,000) | AID 1029 | inhibition, % at 5 µM;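 active = inhibition above the mean of the plate negative controls plus 5 SD, cut at about 13% in these data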;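 note: phagocytic index as fraction of beads internalized from green versus red external bead signal; plate controls were DMSO negative control for no effect and cytochalasin-D positive control for full effect; some results beyond the cut were filed as inactive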
# NPY-Y2 antag: antagonists of human neuropeptide Y receptor Y2; inhibition, % at 2.7 µM; actives 0.99% (n = 140,000); P49146; NPY-Y2 expressing cells, antagonist mode; in the data active = inhibition above about 17%;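 note: 0% = vehicle with agonist challenge and 100% = reference antagonist with challenge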
# Target sequence (P49146 whole entry, looked up): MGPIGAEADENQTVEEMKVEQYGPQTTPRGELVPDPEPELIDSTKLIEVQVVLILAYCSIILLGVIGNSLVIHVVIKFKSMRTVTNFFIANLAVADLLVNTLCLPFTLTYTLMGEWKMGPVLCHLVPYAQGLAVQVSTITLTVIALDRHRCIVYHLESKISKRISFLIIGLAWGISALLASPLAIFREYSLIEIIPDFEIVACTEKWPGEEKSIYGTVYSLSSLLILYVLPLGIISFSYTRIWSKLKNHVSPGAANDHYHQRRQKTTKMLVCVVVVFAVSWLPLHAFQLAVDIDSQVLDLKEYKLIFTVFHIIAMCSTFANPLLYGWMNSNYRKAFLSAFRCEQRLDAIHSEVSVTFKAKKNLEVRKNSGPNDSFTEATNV
# E-sel TNF inh: TNF alpha driven E-selectin expression inhibition; HUVEC TNFa-induced E-selectin immunofluorescence, high content; inhibition, % at 2 µM; actives 0.71% (n = 120,000); AID 1246;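 active = inhibition above the batch mean plus 3 SD, and confirmed as a hit on visual image review, cut at about 43% in these data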;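 note: 0% = TNF-stimulated DMSO wells and 100% = unstimulated control wells; not every result past the cut was called active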
# MRP1 act: activators of MRP-1; H69AR cells + doxorubicin, viability rescue, CellTiter-Glo; viability increase, % at 10 µM; actives 0.61% (n = 140,000); AID 799;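 active = viability gain under doxorubicin at or above a set limit, the compound median plus 3 SD, cut at about 4.7% in these data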;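 note: MRP-1 overexpressing cells given doxorubicin 25 µM after compound pretreatment; 18-22 h compound pretreatment then 72 h with doxorubicin before readout; 0% = doxorubicin-only wells and 100% = vehicle-treated cells without doxorubicin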
# Measles CPE: protection of cells from measles virus; actives 1.5% (n = 140,000); protection (pct of control), % at 4 µM; Measles virus-infected cells, CPE protection, absorbance; in the data active = protection mostly above about 24%, no sharp cut-off; inactive = mostly below about 26%; note: some compounds called inactive have numbers as strong as hits
# HCT116 PTEN-null: growth suppressors of cells with PTEN tumor suppressor deletion; HCT116 PTEN-null viability, CellTiter-Glo, 60 h; stronger effect = lower value; viability, % at 10 µM; actives 1.2% (n = 140,000); AID 827;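 active = viability at or below a set limit, 4 SD under the median of all tested compounds, cut at about 3.7% in these data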;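 note: PTEN knockout HCT116 line with beta catenin targeted HCT116 as companion control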
# GALR2 antag: blocks the human galanin receptor 2; O43603; GALR2-expressing cells, antagonist mode; inhibition, % at 4 µM; actives 0.39% (n = 140,000); in the data active = inhibition above about 27%;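 note: cells stimulated with galanin 1-16 at roughly its EC80; 0% = agonist challenge control and 100% = basal control without agonist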
# Target sequence (O43603 whole entry, looked up): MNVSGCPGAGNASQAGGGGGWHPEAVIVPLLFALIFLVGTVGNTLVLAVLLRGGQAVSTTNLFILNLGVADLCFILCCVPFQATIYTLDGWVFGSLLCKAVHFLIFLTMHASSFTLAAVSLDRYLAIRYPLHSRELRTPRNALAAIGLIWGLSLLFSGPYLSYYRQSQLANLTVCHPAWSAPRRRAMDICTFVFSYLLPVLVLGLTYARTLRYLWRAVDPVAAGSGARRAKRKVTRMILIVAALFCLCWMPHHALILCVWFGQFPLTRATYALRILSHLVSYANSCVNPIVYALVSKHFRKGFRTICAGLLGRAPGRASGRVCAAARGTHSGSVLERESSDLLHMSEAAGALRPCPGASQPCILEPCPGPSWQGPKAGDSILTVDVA
# Yeast growth inh: reduces growth of yeast BB579 in restrictive medium; actives 0.51% (n = 140,000); S. cerevisiae BB579 growth, OD615, 48 h; inhibition, % at 10 µM;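 active = inhibition above a set limit, 3 SD over the mean compound inhibition, cut at about 44% in these data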; note: inactives centre near -24
#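 Test system: Saccharomyces cerevisiae DeaD strain BB579, replicative lifespan model yeast | Buffer or medium: Restrictive CSMM-D medium | Doses: One dose, 10 µM compound with 0.25% DMSO | Incubation: 48 h exposure, 30 °C | Detection: Culture absorbance at 615 nm | Control set: Amphotericin B at 10 µg/mL as positive control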
# Starred values were filed as active, the others as inactive; . = not tested or not shown. This is a random part of the collection; 6.3% or so of the library scored in one or more.
SMILES,bCat KO growth,Yeast life ext,Phagocytosis inh,NPY-Y2 antag,E-sel TNF inh,MRP1 act,Measles CPE,HCT116 PTEN-null,GALR2 antag,Yeast growth inh
COc1cccc(CNC(=O)Cc2ccc(-n3c(=O)[nH]c4ccccc4c3=O)cc2)c1,24,5,-10,2,.,-2.5,27,25,11,-28
CCOc1ccc(CNC(=O)C(CC)n2nc(C)n3c(cc4occc43)c2=O)cc1OC (centres undefined),95,-7,-1,3,.,0.1,6,97,-1,27
Cc1nc([N+](=O)[O-])c(Br)n1CC(=O)c1ccccc1,47,-4,0,1,12,-5.7,4,33,14,-30
O=C(COC(=O)CNC(=O)c1ccc(Br)o1)Nc1ccc2c(c1)OCCO2,97,-12,-1,1,27,-1.0,8,106,5,-40
CC1(C)CC(=O)C2=C(C1)Nc1ccccc1NC2c1nc2ccccc2[nH]1 (centres undefined),102,-1,1,7,.,-2.4,22,102,-10,23
O=C1N/C(=C\c2ccsc2)C(=O)N1Cc1ccc(F)cc1,87,0,-5,-1,1,-2.9,21,97,3,-23
Cc1cc(C(=O)NC(C)C)on1,87,-1,-1,2,.,-2.8,20,90,2,-18
O=C(N=Nc1c(O)n(C2OC(=O)c3ccccc32)c2ccccc12)c1ccc(O)cc1 (centres undefined),80,-3,1,0,4,-1.3,21,87,1,-35
COc1ccc(OC)c(NC(=O)CSc2nnc(C)n2Cc2ccccc2)c1,88,-8,8,1,-4,-3.4,10,101,2,-13
CCC(=O)N(CC)c1nc(-c2cc(OC)ccc2OC)cs1,98,.,.,-2,27,1.1,17,101,17,-34

# Overlap with the part before: 4 compounds, followed by the next part.
SMILES,bCat KO growth,Yeast life ext,Phagocytosis inh,NPY-Y2 antag,E-sel TNF inh,MRP1 act,Measles CPE,HCT116 PTEN-null,GALR2 antag,Yeast growth inh
Cc1cc(C(=O)NC(C)C)on1,87,-1,-1,2,.,-2.8,20,90,2,-18
O=C(N=Nc1c(O)n(C2OC(=O)c3ccccc32)c2ccccc12)c1ccc(O)cc1 (centres undefined),80,-3,1,0,4,-1.3,21,87,1,-35
COc1ccc(OC)c(NC(=O)CSc2nnc(C)n2Cc2ccccc2)c1,88,-8,8,1,-4,-3.4,10,101,2,-13
CCC(=O)N(CC)c1nc(-c2cc(OC)ccc2OC)cs1,98,.,.,-2,27,1.1,17,101,17,-34
Cc1sc(N/N=C/c2cccs2)nc1-c1ccccc1,78,-6,-15,0,.,-2.3,23,73,11,-13
CCOC(=O)CCCNC(=O)COC(=O)c1cccc(C)c1O,98,-6,0,3,.,0.1,5,103,2,-75
Cc1nc2c(n1O)CCC/C2=N\O,103,2,1,0,1,0.5,19,109,4,-48
COc1ccc(Oc2c(Cl)cnn(-c3ccc(C)cc3)c2=O)cc1,5.5*,-21,-1,2,37,-2.3,11,15,7,-40
O=c1c(Cl)c(Cl)cnn1-c1ccccc1,0.9*,40*,7,3,.,-6.2,0,0.9*,88*,16
Cc1cnc(C)c(N2CCC(C(=O)NCc3ccco3)CC2)n1,105,-1,0,1,-22,-0.5,14,103,0,-46
CC(=O)Nc1cccc(C(=O)OCc2ccccc2)c1,109,-14,3,1,-4,0.2,46,105,-9,-2
Cc1ccc(CNC(=O)CCSCCC(=O)NCc2ccc(C)cc2)cc1,95,-1,-1,4,-9,-0.3,-1,103,1,16
Cc1ccc(S(=O)(=O)N2CN(Cc3ccco3)c3nc4ccccc4nc32)cc1C,79,3,1,3,-32,-3.0,11,81,8,-26
COCCn1c(=O)[nH]c2cc(C(=O)N3CCN(c4ccccc4OC)CC3)ccc2c1=O,108,-10,.,1,11,-2.5,22,94,14,-7
Cc1ccc(-c2nn3c(C)nnc3c3ccccc23)cc1S(=O)(=O)NC(C)c1ccccc1 (centres undefined),8,-1,.,18*,-28,-6.3,4,13,-15,-24
C=CCn1c(SCC(=O)N2CCOCC2)nc2scc(-c3ccco3)c2c1=O,94,-8,-1,2,-4,-1.8,4,85,8,-12
CC1CN(c2ccc([N+](=O)[O-])cc2C(=O)N2CCOCC2)CC(C)N1 (centres undefined),89,-2,-2,3,16,-0.5,5,92,0,16
CC1CCC(C(C)C)C(OCC(O)CN2CCN(Cc3ccccc3)CC2)C1 (centres undefined),39,-18,.,10,2,-4.4,4,46,-5,-25
CN(C)c1ccc(NC(=O)CC2NCCNC2=O)cc1 (centres undefined),98,-5,-3,-2,1,-0.4,16,105,10,-32
Cc1ccc(C(c2nnnn2C2CCCC2)N2CCN3CCCC3C2)cc1 (centres undefined),92,-17,.,3,10,-3.1,28,91,0,-43
COc1ccc(Cl)cc1Nc1nc(-c2sc(NC(=O)C(C)(C)C)nc2C)cs1,90,-26,-2,0,-27,1.1,13,82,-10,-26
Cc1cc(N/N=C/c2ccc(O)c(C)c2O)nc(-c2ccccc2O)n1,1.7*,-8,-10,-4,1,-5.2,21,1.8*,31*,-32
CC(C)Oc1ccc(C2CC(=O)N(c3cccc(C(=O)O)c3)C2=O)cc1 (centres undefined),109,-5,-1,-1,17,-0.2,3,100,-2,-18
c1ccc2c(c1)CCCN2Cc1nnnn1CC1CCCO1 (centres undefined),89,-9,-3,1,-19,-1.3,19,92,-5,-3
CCc1nnc(NC(=O)CSc2nnc(COc3ccc(C#N)cc3)n2-c2ccccc2)s1,96,-12,2,1,0,0.1,22,93,-13,-43
Cc1nnc(SCc2cc(=O)[nH]c(N3CCN(Cc4ccccc4)CC3)n2)s1,100,-2,56*,1,-2,-2.3,20,101,9,-24
CCC(c1nnnn1Cc1ccc(F)cc1)N(CCCO)Cc1cc2cc3c(cc2[nH]c1=O)OCO3 (centres undefined),81,-15,0,1,.,-3.3,18,82,9,-39
COc1cccc(OC)c1C(=O)Nc1ccc(CN2CCCCC2)cc1,104,-10,.,2,-3,-2.2,20,100,2,15
CC(=O)N(C(C)=O)c1ccc2nc(C)[nH]c(=O)c2c1,91,0,1,0,-8,-2.5,10,103,3,10
Oc1ccc2ccccc2c1/C=N/Nc1ccccc1,82,18,-8,0,.,-3.4,4,73,21,-48
COc1cccc(NS(=O)(=O)c2cc(C)sc2C)c1,85,-2,.,0,-8,-2.0,14,93,0,-24
Clc1ccccc1CSc1nnc(/C=C/c2ccccc2)o1,68,-8,.,20*,-16,-1.4,4,78,-10,-40
COc1cc(/C=C/C(=O)NCc2ccccn2)cc(OC)c1OC,85,0,-3,2,8,-2.6,13,97,-3,4
Cc1[nH]n(-c2cccc(Cl)c2)c(=O)c1C=NC12CN3CN(CN(C3)C1)C2,93,-14,.,2,-17,-1.5,1,100,0,-22
O=C(NNS(=O)(=O)c1ccccc1[N+](=O)[O-])c1ccccc1[N+](=O)[O-],97,6,-4,3,-2,-1.4,7,92,-10,-52
Oc1ccc(-c2nc(-c3ccc(O)c(O)c3)cs2)cc1,15,-6,2,0,-28,9.1*,3,11,1,3
COCCCNCCOCCOc1ccc(C)cc1Br,88,3,4,6,.,-0.6,5,88,0,-14
CN1CCN(CCCNC(=O)c2nnc(Cc3c(F)cccc3Cl)o2)CC1,93,-3,.,-1,-17,-2.5,24,92,-2,-22
COC(=O)/C=C1/C(=O)N/C(=N\c2nc(C)cc(C)n2)N1c1ccc(OC)cc1,88,3,-14,1,.,-2.7,7,90,-5,11
CCS(=O)(=O)N1CCN(C(=O)CC(C)C)CC1,100,-3,.,0,-10,-2.9,12,94,-11,-35
O=S(=O)(NCc1cccnc1)c1ccc2c(c1)OCCO2,92,.,.,4,-7,0.3,18,90,5,-25
C#CCOCCOCCOCCNc1nc(N2CCN(C(=O)[C@H](CCCCN)n3cc(CCCC)nn3)CC2)nc(N2CCN(C(=O)[C@H](Cc3ccc(O)cc3)n3cc(CCO)nn3)CC2)n1,84,-2,.,-3,-1,-0.6,14,92,-7,-16
COC(=O)C(Cc1c[nH]c2ccccc12)NC(=O)c1cc(-c2ccc(OC)c(OC)c2)oc1C (centres undefined),84,0,-2,1,.,-2.2,6,77,-9,-38
O=C(OC1CCN(c2ncc(C(F)(F)F)cc2Cl)CC1)c1ccc(Cl)cc1,73,-10,0,1,-4,-1.1,4,89,-4,-27
CCOC(=O)C1=C(C)NC2=C(C(=O)c3ccccc32)C1c1ccc(O)cc1 (centres undefined),79,-1,5,0,.,-2.2,9,76,0,-22
c1ccc(CSc2nnc3c(n2)OC(c2ccco2)Nc2ccccc2-3)cc1 (centres undefined),80,-8,0,2,-11,-1.9,10,92,-1,-41
CCOc1cc(C2NC(=O)NC(C)=C2C(=O)NCc2ccccc2)c(Cl)cc1O (centres undefined),97,-20,0,3,-73,-1.4,17,93,4,-18
COC(=O)c1cc(OC)c(OCc2cc(C(=O)OC)oc2C)c(OC)c1,91,-8,-6,3,1,-3.8,7,91,-3,-2
C(=N\n1cnnc1)/c1cccnc1,97,-9,0,3,-5,0.0,11,87,-9,-13
CCOC(=O)c1nn(-c2cccc(C)c2)c2nnc(Cc3ccc(C)cc3)c(=O)n12,98,26,-1,10,.,-0.8,9,98,5,-28
Cc1ccc(Sc2nc3c(c(=O)[nH]c(=O)n3C)n2CCc2ccccc2)cc1,11,-7,0,3,15,-4.2,26,2.8*,1,-14
CN(CC(=O)Nc1ccccc1N1CCOCC1)S(=O)(=O)c1ccc(Cl)cc1,67,-1,.,7,14,-2.3,9,82,-12,-22
CCOC(=O)c1c(C)c(C(=O)NCc2cccs2)c(C)n1CC,93,-9,1,2,.,0.0,10,96,-20,0
Cc1nn(C)cc1CNC(=O)c1cccc(Cl)c1,95,-10,.,1,5,-0.5,12,105,0,-65

# Later entries.
SMILES,bCat KO growth,Yeast life ext,Phagocytosis inh,NPY-Y2 antag,E-sel TNF inh,MRP1 act,Measles CPE,HCT116 PTEN-null,GALR2 antag,Yeast growth inh
CCCCC(C)n1[nH]c(=O)cc1N (centres undefined),97,0,0,1,-14,0.7,9,111,-4,-56
CCOc1ccccc1N1CCN(C(=O)c2cc(C)oc2C)CC1,80,-6,-4,4,-60,-3.9,9,71,10,-30
Cc1cc(NC(=O)c2cccc([N+](=O)[O-])c2)n(-c2ccccc2)n1,82,1,-1,2,0,-1.5,12,83,-4,-45
CC(Sc1nncs1)C(=O)NCc1ccc2c(c1)OCO2 (centres undefined),106,-20,2,4,28,-1.5,9,103,0,-23
Cc1cc(C)c(C#N)c(SCc2[nH]nc3c2C(c2ccccc2)C(C#N)=C(N)O3)n1 (centres undefined),98,-4,-2,8,11,-3.8,12,90,-13,-28
CC1CCCCN1Cc1ccc(N(C)C)cc1 (centres undefined),98,-19,0,2,2,-3.6,16,94,1,-15
COc1ccc(CCN(Cc2nc3ccccc3c(=O)[nH]2)C(=O)c2ccco2)cc1OC,108,-6,-1,4,19,-0.4,0,100,12,-39
Cc1cccc(OCCCC(=O)Nc2ccccc2C(F)(F)F)c1,89,-4,-3,8,-30,0.0,18,80,-6,-33
